Source: PubChem BioAssay
Vc quorum ag: induces V. cholerae light production without autoinducers. V. cholerae BH1578 lux reporter, luminescence, 6 h. activation, % at 18.7 µM. actives 0.16% (n = 350,000); in the data active = activation mostly above about 9.7%, no sharp cut-off; note: not every result past the cut was called active; inactives centre near 0; reference of the scale not given here
CCHFV vOTU inh: CCHFV vOTU protease inhibition | AID 651958 | Pep-AMC fluorescence | actives 0.55% (n = 370,000) | inhibition, % at 11.5 µM; in the data active = inhibition above about 30%; note: 0% = vehicle wells with enzyme and 100% = no enzyme wells
Y pestis TopoI: blocks Yersinia pestis topoisomerase I activity; Y. pestis Topo-I cleavage product accumulation, plate reader; activity, % at 10 µM; actives 0.064% (n = 360,000); AID 504884; in the data active = activity above about 50%, passing the limit was not always enough; note: inactives centre near 2
TcdB GH inh: blocks C. difficile toxin B glycohydrolase activity; P18177; TcdB glycohydrolase enzymatic assay, plate reader; inhibition, % at 9.99 µM; actives 0.24% (n = 350,000); AID 652162; in the data active = inhibition above about 10%
MazEF act: increases E. coli MazEF RNase cleavage of RNA. P0AE70. FAM/BHQ RNA-DNA oligo cleavage fluorescence, 5 h. activation, % at 20 µM. actives 0.32% (n = 350,000); in the data active = activation above about 50%
Target sequence (P0AE70 whole entry, looked up): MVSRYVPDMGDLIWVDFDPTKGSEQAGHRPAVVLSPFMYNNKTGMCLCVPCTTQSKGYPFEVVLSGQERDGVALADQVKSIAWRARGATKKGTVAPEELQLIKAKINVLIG
Rv3671c inh: inhibits the M. tuberculosis serine protease Rv3671c; inhibition, % at 5.96 µM; AID 2606; actives 0.048% (n = 320,000); in the data active = inhibition above about 38%;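 note: extracellular domain of Rv3671c used as enzyme; 0% = enzyme with DMSO and 100% = no enzyme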
Target sequence (P9WHR9 whole entry, looked up, the tested form may be a part): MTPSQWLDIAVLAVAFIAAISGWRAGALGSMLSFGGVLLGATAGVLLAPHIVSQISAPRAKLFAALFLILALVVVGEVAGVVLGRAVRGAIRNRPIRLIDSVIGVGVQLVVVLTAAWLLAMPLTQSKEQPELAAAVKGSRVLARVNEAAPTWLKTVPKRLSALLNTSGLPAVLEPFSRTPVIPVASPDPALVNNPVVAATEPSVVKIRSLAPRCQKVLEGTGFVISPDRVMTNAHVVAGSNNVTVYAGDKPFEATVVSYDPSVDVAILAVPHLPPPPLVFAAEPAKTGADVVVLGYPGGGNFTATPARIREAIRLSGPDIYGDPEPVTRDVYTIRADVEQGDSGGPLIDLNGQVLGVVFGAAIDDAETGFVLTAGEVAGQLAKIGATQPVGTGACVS
PriA SSB inh: inhibitors of Klebsiella pneumoniae PriA binding to SSB C-terminal tail; actives 0.6% (n = 430,000); inhibition, % at 33 µM; AlphaScreen SSBct-PriA binding, biotinylated peptide; in the data active = inhibition mostly above about 37%, no sharp cut-off; inactive = mostly below about 20%;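 note: plate controls were negative control peptide for no effect and reference peptide for full effect; strong numbers were not always called active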
PrPC TRFRET: cell surface PrPC inhibition, primary TR-FRET screen; actives 0.43% (n = 370,000); inhibition, % at 13.8 µM; TR-FRET read-out; P04156; in the data active = inhibition above about 24%; note: 0% = median of the test wells and 100% = reference compound wells
3CLpro inhibitor: SARS-CoV 3CLpro protease inhibition. recombinant SARS-CoV 3CLpro, quenched FRET peptide cleavage. inhibition, % at 6 µM. actives 0.14% (n = 290,000). AID 1706; in the data active = inhibition above about 12%
VHR inh abs: blocks human VHR1 dual specificity phosphatase | P51452 | actives 0.52% (n = 290,000) | inhibition, % at 13.3 µM | recombinant VHR phosphatase, pNPP absorbance; in the data active = inhibition above about 50%; note: some compounds called inactive have numbers as strong as hits
Target sequence (P51452 whole entry, looked up): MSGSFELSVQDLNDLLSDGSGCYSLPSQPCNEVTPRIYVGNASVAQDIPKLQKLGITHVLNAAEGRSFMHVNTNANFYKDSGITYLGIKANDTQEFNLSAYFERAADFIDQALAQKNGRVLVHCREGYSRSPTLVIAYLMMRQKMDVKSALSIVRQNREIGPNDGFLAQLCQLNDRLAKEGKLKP
The depositor's hits bear a star; i = inactive; nt = no result given; & = joins results of further samples. A portion of the library; count on the stated rates, not on these rows.

canonical_smiles | Vc quorum ag | CCHFV vOTU inh | Y pestis TopoI | TcdB GH inh | MazEF act | Rv3671c inh | PriA SSB inh | PrPC TRFRET | 3CLpro inhibitor | VHR inh abs
COc1cc(N)c(Cl)cc1C(=O)OCC(=O)N1CCCC1 | 0.4 | 4 | -1 | 0.2 | 9 | 7 | -1 | -10 | -1 | 40
Cc1cccc(C(=O)NNC(=O)CCCCC(=O)NNC(=O)c2cccc(C)c2)c1 | -1.4 | 9 | -2 | -3.6 | -21 | -12 | 15 | -4 | -3 | 0
COc1ccc(/C=C2/C(=O)ON=C2C)cc1Br | i | -12 | -7 | 0.1 | -23 | -7 | -18 | -4 | 4 | -24
CC(=O)N1C(C(=O)O)Cc2c([nH]c3ccccc23)C1C (configuration not stated) | 0.3 | -7 | -2 | -0.3 | -10 | nt | 3 | 0 | -2 | 1
COc1ccc(C(=O)N2CCC2(C)C(=O)O)cc1F (configuration not stated) | -0.8 | 5 | -1 | 0.6 | nt | nt | nt | 2 | nt | nt
OCn1ncn(-c2ccccc2)c1=S | i | 3 | -2 | nt | 3 | 5 | -11 | 5 | -3 | 8
CC(C)(C)C(=O)NCc1ccc(C(=O)CSc2nnc(C3CC3)n2C2CC2)s1 | i | -10 | -16 | 0.8 | 4 | 9 | -3 | -7 | nt | nt
CCCCn1c(N)c(N(CC(C)C)C(=O)CSCC(=O)Nc2cccc(C)c2)c(=O)[nH]c1=O | -1.4 | 34* | 11 | -0.1 | -3 | 10 | 7 | -3 | nt | nt
CC(C)OCCCNC(=O)c1cc(-c2cccnc2)nc2ccccc12 | -0.2 | 15 | 2 | 2.2 | -6 | 2 | -1 | -10 | 0 | -16
CC(=O)Nc1ccc(SCCN2CC[C@@H](O)CCC2=O)cc1 | 0.1 | 2 | 2 | -1.7 | -2 | -1 | -3 | -3 | nt | nt
Nc1nnc(CC(=O)N/N=C/c2ccc(-c3ccc(Cl)cc3Cl)o2)s1 | -0.1 | 22 | 5 | 0.4 | -23 | -18 | i | 6 | -1 | 7
CCCCCc1cc(=O)oc2c(C(CCN3CCCC(C)C3)c3ccc(N(C)C)cc3)c(OC)cc(OC)c12 (configuration not stated) | 0.3 | nt | 4 | nt | -7 | -5 | 90* | nt | nt | -19
COc1ccccc1CCNC(=O)c1csc2c1CCCC2 | i | 7 | 3 | 0.3 | 1 | -1 | -10 | 8 | 3 | 18
CCn1c(SCC(=O)Nc2nc(-c3ccccc3)cs2)nc2c1c(=O)n(C)c(=O)n2C | -0.1 | -25 | 1 | nt | 11 | 2 | -7 | -1 | -1 | 1
O=C(c1ccc(S(=O)(=O)c2cccc(Cl)c2)c([N+](=O)[O-])c1)N1CCN(c2ccccn2)CC1 | -0.3 | 16 | 5 | 1.0 | -4 | 0 | -4 | -24 | -2 | -1
Cc1cc(C(=O)COC(=O)c2ccccc2O)c(C)n1Cc1cccs1 | i | 0 | -5 | nt | -14 | -9 | -16 | 2 | 1 | -2
O=C(CCN1CCCCC1)NNC(=S)NC(=O)c1ccc(Br)cc1 | -0.4 | 2 | -4 | 1.8 | -6 | 6 | 6 | -1 | -2 | 27
O=c1[nH]c(O)c(C=Nc2ccc(F)c(Cl)c2)c(=O)[nH]1 | i | -9 | -5 | 1.0 | 8 | -6 | -1 | 7 | 3 | -28
COc1ccc(S(=O)(=O)N2CCCC(C(=O)NCc3ccncc3)C2)cc1 (configuration not stated) | 32* | 1 | -7 | nt | 4 | -5 | -22 | 6 | 7 | 10
O=C(CS(=O)(=O)Cc1ccccc1)Nc1nc2ccccc2s1 | -0.4 | 4 | 3 | nt | 2 | -23 | -8 | 3 | 4 | 10

Reprinted from the part before: 2 entries; new compounds follow.
canonical_smiles | Vc quorum ag | CCHFV vOTU inh | Y pestis TopoI | TcdB GH inh | MazEF act | Rv3671c inh | PriA SSB inh | PrPC TRFRET | 3CLpro inhibitor | VHR inh abs
COc1ccc(S(=O)(=O)N2CCCC(C(=O)NCc3ccncc3)C2)cc1 (configuration not stated) | 32* | 1 | -7 | nt | 4 | -5 | -22 | 6 | 7 | 10
O=C(CS(=O)(=O)Cc1ccccc1)Nc1nc2ccccc2s1 | -0.4 | 4 | 3 | nt | 2 | -23 | -8 | 3 | 4 | 10
Cc1ccc(CCC(=O)NCc2ccccc2)o1 | 0.8 | -3 | -4 | 0.3 | 12 | -7 | -11 | 5 | 1 | 35
O=S(=O)(Cc1ccccc1)NCc1cccnc1 | -5.6 | -4 | 4 | nt | 3 | -1 | -17 | 5 | -3 | -2
O=C1Nc2ccccc2/C1=N/N=C/c1ccc(-c2ccc([N+](=O)[O-])cc2)o1 | nt | 7 | -7 | -0.3 | -5 | nt | nt | 3 | 0 | 54*
CCOC(=O)c1c(N)sc2c1CCC(C)C2 (configuration not stated) | i | 0 | 2 | nt | -4 | 7 | 4 | 2 | -4 | -6
Cc1cc(/C=N/NC(=O)C(O)(c2ccccc2)c2ccccc2)c(C)n1-c1ccccc1 | -5.6 | 1 | -11 | nt | 7 | -2 | nt | -4 | -3 | -38
N#C/C(=C\c1ccc(OCCN2CCOCC2)cc1)C(=O)Nc1ccc(S(N)(=O)=O)cc1 | i | -5 | -4 | 2.4 | -13 | -7 | -3 | -1 | -4 | 10
CCc1nc(SCC(=O)Nc2ccc(Br)cn2)n[nH]1 | -0.3 | 3 | 14 | 2.2 | nt | 1 | nt | 0 | -4 | 10
COc1ccc(/C(O)=C2/C(=O)C(=O)N(Cc3cccnc3)C2c2ccco2)cc1OC (configuration not stated) | 3.0 | 8 | -3 | nt | 9 | 2 | nt | 0 | 2 | 25
Fc1ccc(CSc2ncnc3sc4c(c23)CCCC4)cc1 | i | 7 | 3 | nt | -10 | -6 | -34 | -2 | 0 | 27
Cc1ccc(C2CCN(C(=S)Nc3cccc(Cl)c3)C2)cc1 (configuration not stated) | i | -2 | 6 | 0.8 | 7 | -25 | -13 | -2 | 2 | 12
CCCS(=O)(=O)Nc1c(C(=O)O)[nH]c2ccccc12 | -0.4 | -6 | -9 | nt | 0 | -2 | 7 | 4 | -4 | -2
O=C(CCC1CCCC1)N1CCN(S(=O)(=O)c2ccc(Br)cc2)CC1 | i | 18 | 17 | -3.8 | 14 | -7 | 2 | 11 | nt | nt
COc1ccc(Cl)cc1NC(=O)CCNS(=O)(=O)c1cccc2nonc12 | -0.4 | 2 | 5 | 1.0 | 4 | 6 | -4 | -26 | -2 | -20
CCCCOc1ccc(S(=O)(=O)NC(=O)C2(C)CCN2C(=O)Cc2ccccc2Cl)cc1 (configuration not stated) | i | 10 | 8 | -1.2 | nt | nt | nt | 3 | nt | nt
COc1ccc(C2c3ccc(O)cc3Oc3ncn(Cc4ccco4)c(=N)c32)cc1 (configuration not stated) | -0.8 | 2 | -5 | 1.0 | -183 | -4 | 3 | 11 | -1 | 35
CCOC(=O)N1CCN(CCC(=O)Nc2cccc(Cl)c2C)CC1 | 0.4 | -2 | -5 | 1.2 | 2 | 9 | -5 | -1 | -2 | -12
COc1cc(NC(C)CCc2ccccc2)cc(OC)c1OC (configuration not stated) | i | -10 | 13 | -0.8 | -5 | -7 | 42 | 4 | 4 | 18
CC(C)Cc1ccc(C#N)c(SCC(N)=O)n1 | -0.5 | 10 | 6 | -3.7 | 4 | -3 | -14 | 4 | -3 | -9
NC(=O)C1=C[C@@H](c2ccc(C(F)(F)F)cc2)C[C@@H](OCCCCO)O1 | 0.6 | -8 | -9 | -1.8&-0.6 | 8 | -2 | -5 | -3 | -4 | 16
O=C(NCCc1cccs1)C1CC(c2cccc([N+](=O)[O-])c2)=NO1 (configuration not stated) | i | -2 | 9 | 1.5 | -4 | -4 | -1 | -15 | 0 | -1
Cc1ccc(NC(=O)C(=O)NCCN2CCN(S(C)(=O)=O)CC2)cc1 | -0.4 | 0 | 1 | 1.7 | 9 | 8 | -11 | 2 | 6 | 38
O=C(Nc1ccnn1C1CCN(Cc2ccc(C#CCCO)cc2)CC1)c1cccc(F)c1 | -0.4 | 9 | 17 | 0.8 | 7 | 2 | 8 | -10 | 0 | 6
COc1ccc2c(c1)c(=O)cc(C)n2CC(=O)NCc1ccco1 | i | 9 | -2 | nt | -15 | 7 | 0 | -6 | -2 | 44
O=C(N/N=C/c1sc2ccccc2c1O)c1cccc2ccccc12 | i | -5 | 4 | nt | 0 | -13 | nt | -4 | 6 | -1
Cc1cc2oc(=O)cc(CN3CCCCC3)c2cc1O | i | 11 | 2 | 0.1 | 10 | -3 | 7 | -1 | 0 | 19
CCn1c(C)nc2cc(C(=O)NNC(=S)Nc3ccccc3)ccc21 | 0.1 | -9 | -9 | -1.2 | 8 | 0 | -5 | 7 | -3 | 17
COc1ccc(/C=C/C(=O)NC(=S)Nc2ccc(S(=O)(=O)Nc3cc(C)on3)cc2)cc1 | -0.5 | 8 | 15 | -0.2 | 0 | -48 | 1 | -2 | 3 | 14
COc1ccc(C)cc1NC(=O)C1CCCN(S(=O)(=O)c2ccc3[nH]c(=O)ccc3c2)C1 (configuration not stated) | -8.5 | 15 | 24 | 1.0 | 3 | -21 | 0 | -6 | -10 | 43
Cc1ccc(S(=O)(=O)N2CCCN(C(C)c3nc4ccccc4c(=O)[nH]3)CC2)cc1 (configuration not stated) | 4.2 | 6 | -12 | -0.1 | -4 | 0 | -7 | 3 | nt | nt
NS(=O)(=O)c1ccc(NC(=S)N2CCc3ccccc32)cc1 | 0.0 | 2 | 4 | 0.2 | -1 | -3 | -13 | 9 | -3 | 18
Cc1cccc2c(SCC(=O)NCC3CCCO3)nc(-c3ccc(F)cc3)nc12 (configuration not stated) | -0.4 | -5 | 0 | nt | -10 | -6 | -10 | -5 | -1 | 17
COc1ccc(S(=O)(=O)NCCc2ccncc2)cc1 | i | 7 | 2 | 0.1 | 5 | -3 | -11 | 2 | 3 | 2
C[C@H]1Cn2cnc(C(=O)Nc3ccccc3)c2C(=O)N1 | -0.4 | 8 | 7 | -0.2 | 7 | nt | nt | -9 | nt | nt
COc1ccc2[nH]c(=O)c(CN(CCN3CCCC3)C(=O)Nc3ccccc3Cl)cc2c1 | -0.6 | -23 | 5 | nt | 4 | 4 | 8 | -8 | nt | 14
C[C@]12CCC(=O)C=C1CCC1C2CC[C@@]2(C)C1CC[C@@H]2O (some centres not stated) | i | 0 | 3 | -1.7 | 3 | -10 | -9 | 5 | nt | nt
O=S(=O)(c1cccs1)N1CCN(c2ccc(Cl)cc2)CC1 | -0.5 | 3 | 10 | 1.0 | 10 | 9 | 2 | -11 | 6 | 16
O=C(COC(=O)c1c(F)cccc1F)Nc1ccccc1OC(F)F | -0.1 | -6 | 8 | -1.0 | 5 | -9 | -20 | 5 | -3 | -3
Cc1cc(C)n2nc(C(=O)Nc3ccn(Cc4ccccc4C)n3)cc2n1 | 2.3 | -18 | 5 | 1.0 | 4 | 6 | 2 | 1 | 3 | -8
CC(Sc1nnc(COc2ccc([N+](=O)[O-])cc2)n1-c1ccccc1)C(=O)O (configuration not stated) | -0.5 | nt | 4 | nt | -1 | 8 | -17 | nt | 6 | 6
Cn1c(CCC(N)=O)nnc1SCC(=O)Nc1cc(S(=O)(=O)N2CCCC2)ccc1Cl | 1.4 | -4 | 10 | 0.3 | -4 | nt | 4 | -2 | nt | nt
COC(=O)/C=C1/SC(=NC(=O)c2ccc(OC)cc2)NC1=O | -0.5 | -7 | 0 | 1.9 | 8 | -11 | 10 | 5 | 9 | -9
CCc1c(C#N)c(SCCC(=O)Nc2ccc(F)cc2)nc2c1C(=O)CC(C)(C)C2 | nt | 5 | 7 | nt | -3 | -47 | 0&-29 | 23 | 6 | 3

Looked up by compound from above:
canonical_smiles | Vc quorum ag | CCHFV vOTU inh | Y pestis TopoI | TcdB GH inh | MazEF act | Rv3671c inh | PriA SSB inh | PrPC TRFRET | 3CLpro inhibitor | VHR inh abs
COc1ccc2[nH]c(=O)c(CN(CCN3CCCC3)C(=O)Nc3ccccc3Cl)cc2c1 | -0.6 | -23 | 5 | nt | 4 | 4 | 8 | -8 | nt | 14
COc1ccc2c(c1)c(=O)cc(C)n2CC(=O)NCc1ccco1 | i | 9 | -2 | nt | -15 | 7 | 0 | -6 | -2 | 44
